GC-B act = GC-B (human) receptor activation. P20594. HEK293-GC-B cells, CNP EC30, cGMP TR-FRET; 0% at EC30 CNP, 100% saturating CNP. activation, % at 10 µM. 0.11% of 370,000 active. AID 1920062;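 active = activation at 10 µM reaching about 35% in either raw or pattern-adjusted values, limit read from the data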
Target sequence (P20594 whole entry, looked up): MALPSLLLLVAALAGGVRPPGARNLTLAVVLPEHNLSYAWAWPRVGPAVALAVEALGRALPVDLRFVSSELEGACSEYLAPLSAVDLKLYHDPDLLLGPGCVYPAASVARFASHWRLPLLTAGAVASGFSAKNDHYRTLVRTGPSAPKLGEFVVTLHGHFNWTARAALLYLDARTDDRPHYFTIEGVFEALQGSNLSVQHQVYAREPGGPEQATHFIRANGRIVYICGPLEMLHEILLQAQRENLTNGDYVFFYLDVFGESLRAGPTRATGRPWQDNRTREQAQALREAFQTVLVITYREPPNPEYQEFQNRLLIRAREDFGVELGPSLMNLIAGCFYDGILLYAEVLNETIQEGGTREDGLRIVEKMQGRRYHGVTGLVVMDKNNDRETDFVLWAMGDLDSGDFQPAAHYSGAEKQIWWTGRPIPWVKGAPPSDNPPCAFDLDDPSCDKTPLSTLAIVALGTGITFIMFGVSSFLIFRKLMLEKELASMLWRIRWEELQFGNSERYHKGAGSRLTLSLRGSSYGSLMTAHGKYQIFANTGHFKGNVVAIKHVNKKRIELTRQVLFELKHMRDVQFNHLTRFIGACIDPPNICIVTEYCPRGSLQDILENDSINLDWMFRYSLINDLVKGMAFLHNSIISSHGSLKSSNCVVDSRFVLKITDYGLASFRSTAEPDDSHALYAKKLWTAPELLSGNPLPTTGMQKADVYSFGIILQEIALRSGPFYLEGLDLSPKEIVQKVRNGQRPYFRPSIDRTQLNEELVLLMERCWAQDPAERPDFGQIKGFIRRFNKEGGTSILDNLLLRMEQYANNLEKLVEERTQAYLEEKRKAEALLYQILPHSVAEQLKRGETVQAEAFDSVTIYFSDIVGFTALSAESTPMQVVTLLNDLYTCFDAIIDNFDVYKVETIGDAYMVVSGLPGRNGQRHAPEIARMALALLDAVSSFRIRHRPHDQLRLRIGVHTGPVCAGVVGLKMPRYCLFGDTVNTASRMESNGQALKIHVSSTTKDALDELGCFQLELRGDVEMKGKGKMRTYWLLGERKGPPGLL
TCR CD3 inh = blocks the human TCR-CD3 interaction; TAMRA-labeled TCR probe fluorescence, biochemical; inhibition, % at 9.4 µM; 0.37% of 360,000 active; in the data active = inhibition above about 19%;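 note: recombinant mutant TCR 2C K166C tagged with TAMRA read by polarization; 0% = receptor in buffer alone and 100% = receptor with positive control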
UHRF1 binding = blocks human UHRF1 binding to methylated DNA; Q96T88; UHRF1 binding to methylated oligo, TR-FRET; inhibition, % at 4.4 µM; 0.75% of 370,000 active; in the data active = inhibition above about 21%;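 note: UHRF1 SRA domain binding a hemimethylated CpG hairpin DNA probe; 0% = median of test compound wells and 100% = reference inhibitor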
SIAE inh = inhibitors of human sialic acid acetylesterase SIAE | 0.69% of 370,000 active | SIAE FP-Rh probe binding, fluorescence polarization | AID 1053197 | Q9HAT2 | inhibition, % at 9.66 µM;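 active = inhibition above a cutoff: mean of compounds within the control limits plus 3 SD of those, cut at about 17% in these data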;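 note: 0% = plate median of compound wells and 100% = probe without SIAE protein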
MBD2 DNA inh = MBD2-methylated oligo binding inhibition; TR-FRET, MBD2 binding to methylated oligonucleotide; inhibition, % at 4.4 µM; 0.31% of 370,000 active; AID 686964; in the data active = inhibition above about 13%
HTRA1 inhibitor = inhibitors of human serine peptidase HTRA1; inhibition, % at 5.96 µM; recombinant HTRA1, FP-rhodamine activity-based probe, fluorescence polarization; Q92743; 0.5% of 340,000 active; in the data active = inhibition above about 36%;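 note: 0% = enzyme with DMSO and 100% = wells lacking enzyme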
GC-A act = GC-A (human) enzyme activation; P16066; HEK293 GC-A cells, cGMP TR-FRET, EC30 ANP; 0% at EC30 ANP, 100% saturating ANP; activation, % at 10 µM; 0.14% of 370,000 active; AID 1671463; in the data active = activation above about 40%
PRMT1 FP inh = inhibitors of human PRMT1; inhibition, % at 2.79 µM; recombinant PRMT1, activity-based probe fluorescence polarization; Q99873; AID 652257; 1.3% of 370,000 active;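 active = inhibition above about 21% made by adding two undisclosed values, limit read from the data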
rCAG binder = molecules binding r(CAG) RNA repeats. r(CAG) RNA repeat, TO-PRO-1 dye displacement fluorescence. inhibition, % at 3 µM. 1.3% of 370,000 active. AID 651821;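 active = inhibition above the plate cutoff, the mean of all test compounds on that plate plus 3 SD, cut at about 35% in these data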;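 note: 0% = DMSO alone and 100% = 100 µM mitoxantrone as full dye displacement; higher means more dye released from RNA so lower well fluorescence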
ABHD4 inh = inhibits mouse alpha/beta hydrolase domain 4. Q8VD66. purified mABHD4, FP-Rh probe fluorescence polarization. inhibition, % at 8.92 µM. 0.54% of 370,000 active;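 active = inhibition exceeding the mean over every tested compound plus 3 SD, cut at about 30% in these data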;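 note: 0% = plate median of compound wells and 100% = S159A mutant with DMSO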
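Assay system: mouse ABHD4 enzyme, wild type / Also added: fluorescent activity-based probe FP-Rh / Doses: single nominal dose of 8.92 µM, 0.89% DMSO final / Timing: 45 min compound pre-incubation plus 60 min probe step, 25 °C / Signal: FP readout, ex 525 nm / em 598 nm / Control set: S159A mutant/DMSO as 100%, compound-well median as 0%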
* = called active by the depositor; . = not tested or not shown. This is a subset (hit frequency here may not be typical).

Sample of the layout (10 entries):
SMILES | GC-B act | TCR CD3 inh | UHRF1 binding | SIAE inh | MBD2 DNA inh | HTRA1 inhibitor | GC-A act | PRMT1 FP inh | rCAG binder | ABHD4 inh
O=C(NC(=S)Nc1cc(Cl)ccc1N1CCOCC1)c1ccc(-c2cccc(Cl)c2)o1 | 4 | 1 | -2 | 1 | -1 | -1 | 1 | -3 | 4 | 1
O=C1CNC(=O)/C(=C\c2ccc(F)cc2)N1 | 4 | 1 | 0 | 1 | -2 | 2 | -2 | -3 | 0 | 2
C#Cc1ccc([C@@H]2C=C(C(=O)NCc3nc4ccccc4[nH]3)O[C@H](OCC)[C@H]2CCCO)cc1 | -4 | -1 | -1 | -18 | 1 | -30 | -1 | 0 | 5 | -11
O=C1CCc2cc(S(=O)(=O)Nc3ccccc3)ccc2N1 | -10 | 1 | -1 | 1 | -6 | 6 | -19 | 2 | 3 | 3
COCC1CCN(Cc2nc(COc3ccccc3)no2)C1 (centres undefined) | 2 | 1 | -1 | -1 | 1 | 3 | -2 | -2 | -2 | 3
O=C(CNC(=O)c1cccs1)OCc1c(F)cccc1Cl | 1 | -3 | -2 | 6 | -2 | -3 | 4 | -2 | -2 | -8
C#CCOCCOCCOCCNc1nc(N2CCN(C(=O)[C@H](CCC(=O)O)n3cc(CN)nn3)CC2)nc(N2CCN(C(=O)[C@H](CCCCN)n3cc([C@@H](N)CC(N)=O)nn3)CC2)n1 | -4 | 6 | 3 | -7 | 2 | 1 | 3 | -5 | 2 | 2
COc1ccc(NC(=O)C2=C(C)C(=O)OC23CCC(C)CC3)cc1Cl (centres undefined) | 1 | -6 | 3 | -6 | 3 | -13 | 2 | 0 | -1 | -22
CCOC(=O)c1ccc(N/C=C\C(=O)c2cccc(OC)c2)cc1 | -2 | 8 | 0 | 11 | -2 | -5 | 7 | 0 | 2 | 4
CN(C)/C=C(\C=O)c1ncc(C(F)(F)F)cc1Cl | 8 | 9 | -1 | 2 | 4 | 3 | -3 | -3 | 1 | -2

The listing, from the first entry:
SMILES | GC-B act | TCR CD3 inh | UHRF1 binding | SIAE inh | MBD2 DNA inh | HTRA1 inhibitor | GC-A act | PRMT1 FP inh | rCAG binder | ABHD4 inh
O=C(NC(=S)Nc1cc(Cl)ccc1N1CCOCC1)c1ccc(-c2cccc(Cl)c2)o1 | 4 | 1 | -2 | 1 | -1 | -1 | 1 | -3 | 4 | 1
O=C1CNC(=O)/C(=C\c2ccc(F)cc2)N1 | 4 | 1 | 0 | 1 | -2 | 2 | -2 | -3 | 0 | 2
C#Cc1ccc([C@@H]2C=C(C(=O)NCc3nc4ccccc4[nH]3)O[C@H](OCC)[C@H]2CCCO)cc1 | -4 | -1 | -1 | -18 | 1 | -30 | -1 | 0 | 5 | -11
O=C1CCc2cc(S(=O)(=O)Nc3ccccc3)ccc2N1 | -10 | 1 | -1 | 1 | -6 | 6 | -19 | 2 | 3 | 3
COCC1CCN(Cc2nc(COc3ccccc3)no2)C1 (centres undefined) | 2 | 1 | -1 | -1 | 1 | 3 | -2 | -2 | -2 | 3
O=C(CNC(=O)c1cccs1)OCc1c(F)cccc1Cl | 1 | -3 | -2 | 6 | -2 | -3 | 4 | -2 | -2 | -8
C#CCOCCOCCOCCNc1nc(N2CCN(C(=O)[C@H](CCC(=O)O)n3cc(CN)nn3)CC2)nc(N2CCN(C(=O)[C@H](CCCCN)n3cc([C@@H](N)CC(N)=O)nn3)CC2)n1 | -4 | 6 | 3 | -7 | 2 | 1 | 3 | -5 | 2 | 2
COc1ccc(NC(=O)C2=C(C)C(=O)OC23CCC(C)CC3)cc1Cl (centres undefined) | 1 | -6 | 3 | -6 | 3 | -13 | 2 | 0 | -1 | -22
CCOC(=O)c1ccc(N/C=C\C(=O)c2cccc(OC)c2)cc1 | -2 | 8 | 0 | 11 | -2 | -5 | 7 | 0 | 2 | 4
CN(C)/C=C(\C=O)c1ncc(C(F)(F)F)cc1Cl | 8 | 9 | -1 | 2 | 4 | 3 | -3 | -3 | 1 | -2
CCOc1ccc(-n2c(Cc3cc(=O)[nH]c(=O)[nH]3)nnc2SCC)cc1 | 1 | 6 | -2 | -2 | 0 | 2 | 7 | -2 | -3 | -2
C=C(C)CN(CC)CCC(=O)Nc1ccc(OC)cc1OC | 4 | 3 | 1 | -6 | 1 | 4 | 4 | 1 | -1 | 2
CCOC(=O)c1c(N2C(=O)Nc3ccccc3N2O)sc2c1CCCC2 | 0 | 8 | -4 | 3 | 1 | 3 | -1 | 0 | 38* | 0
CSC1=NCCN1S(=O)(=O)c1ccc(NC(C)=O)cc1 | 4 | 3 | -3 | 0 | -4 | -3 | -1 | 2 | 0 | 5
COc1ccccc1N(CC(=O)NCc1cccnc1)S(C)(=O)=O | 5 | -1 | 0 | 0 | -4 | -3 | 9 | -1 | -3 | 4
COC(=O)[C@H]1C[C@H]2[C@@H]3CC[C@H]4C[C@@H](OC)CC[C@]4(C)[C@H]3CC[C@]2(C)[C@@]2(CCCO2)O1 | -4 | -2 | 1 | 4 | -4 | 2 | 5 | -3 | 1 | -5
Cc1ccc2cc(CN(CCN(C)C)C(=S)Nc3ccccc3)c(=O)[nH]c2c1C | 3 | -3 | -1 | 2 | 2 | 3 | 7 | 1 | -3 | 1
CC(C)c1ccc(CN(C(=O)c2cccs2)C2CCS(=O)(=O)C2)cc1 (centres undefined) | -2 | 2 | 0 | 2 | 5 | -2 | 7 | 1 | -2 | -2
COC(=O)CCC(=O)COc1ccc(OC)cc1C#N | 7 | -1 | -1 | 3 | -4 | 6 | -1 | 0 | -1 | 7
COc1ccccc1N(CC(=O)NCCSCc1cccc(Cl)c1)S(C)(=O)=O | 1 | 2 | -2 | -7 | -3 | 1 | -4 | -7 | -8 | -2
CSCCC(NC(=O)c1ccco1)C(=O)N(C)CC(=O)Nc1c(Cl)cccc1Cl (centres undefined) | 2 | 3 | -4 | 1 | -1 | -2 | -3 | -2 | -6 | -6
CC(=O)c1ccc(NC(=O)C2CCCN(C(=O)c3ccc(Cl)cc3)C2)cc1 (centres undefined) | -3 | 2 | 1 | -1 | 0 | . | -2 | -1 | -4 | 1
COC(=O)[C@@H]1C[C@@]2(O)[C@H](O)[C@H](O)[C@H](O)C[C@H]2N1C/C=C/c1ccccc1 | -3 | 1 | -1 | -1 | -1 | 11 | -1 | -1 | 4 | -6
O=C(CCc1ccccc1)N1CCN(c2ccc(F)cc2)CC1 | -5 | -12 | 13 | -6 | -1 | 6 | -4 | 0 | -3 | -8
COC(=O)CSc1nnc(CSc2nc(C)cc(C)n2)o1 | -5 | -2 | 1 | -3 | -1 | -9 | 0 | -1 | -5 | 1
Cc1ccccc1-n1nc(C)c(N=O)c1N | 1 | 4 | -4 | 4 | -2 | 8 | -3 | -1 | 0 | 2
CCC(C(=O)NCc1ccccc1)n1c(C2CCN(C(C)=O)CC2)nc2ccccc21 (centres undefined) | -14 | -2 | 2 | 3 | 1 | . | -1 | 1 | -2 | -3
C=CCn1c(O)c(N=NC(=S)Nc2cccc(OC)c2)c2ccccc21 | -7 | 5 | -1 | 4 | 2 | -40 | -4 | -2 | 19 | 11
CCn1nc(NC(=O)c2ccccn2)c2cc3cccc(C)c3nc21 | -16 | -2 | 3 | -5 | -1 | -9 | -5 | -2 | 7 | -13
OC(c1cc(Cl)cc(Cl)c1)c1ncc(-c2ccccc2F)[nH]1 (centres undefined) | -8 | 3 | 1 | -7 | 1 | . | -2 | -2 | 3 | -19
COc1ccc(OC)c(C2=C/C(=C/c3ccccn3)C(=O)O2)c1 | -3 | -9 | -3 | 8 | 5 | -16 | -3 | 10 | 10 | 1
COc1cccc(N2CCN(C(=O)c3[nH]c(C)c(C(C)=O)c3C)CC2)c1 | 1 | 1 | 6 | 2 | 10 | 2 | -2 | 3 | -2 | -6
C=CCNc1nc(SC)nc2ccsc12 | 4 | -1 | -1 | -3 | 5 | 3 | -4 | -1 | -1 | 5
Nc1cc(S(=O)(=O)N2CCCCC2)ccc1N1CCOCC1 | -6 | -6 | 2 | 0 | -2 | 6 | 1 | -9 | 0 | -7
O=C(Nc1ccccc1C(=O)NC(Cc1c[nH]c2ccccc12)C(=O)O)c1ccccc1 (centres undefined) | 0 | 0 | 1 | -1 | 7 | -5 | 0 | -1 | 33 | 2
N#CCSc1nnc(Nc2ccccc2)s1 | 3 | 3 | -3 | -1 | -1 | -2 | -2 | 5 | 5 | 0
CC(C)(C)CCN1CCC(CN2CCNC2=S)CC1 | 5 | -7 | -2 | 18* | -6 | 4 | -1 | 3 | -1 | 6
CS(=O)(=O)c1cccc(-c2nnc(NC(=O)c3ccc4ncsc4c3)o2)c1 | -1 | -7 | 0 | -3 | 1 | -1 | -2 | 0 | 2 | -1
N#Cc1ccc(-c2csc(NC(=O)c3ccc(S(=O)(=O)N4CCc5ccccc5C4)cc3)n2)cc1 | 6 | 10 | 2 | 1 | -2 | 1 | -7 | -2 | 4 | 4
Cc1ccc(-c2nnc(N3CCN(C(=O)c4cccs4)CC3)c3ccccc23)cc1 | -2 | 3 | 1 | -7 | 0 | 4 | 1 | -2 | -2 | 0
CCSc1nnc(NC(=O)CSc2nccn2-c2cccc(C)c2C)s1 | 1 | -4 | 6 | 3 | 3 | . | 4 | 0 | -6 | 0
O=C(C[C@H]1C/C=C\C[C@@H](Cc2ccc(F)cc2)C(=O)O[C@H](c2ccccc2)CNC1=O)NCCO | 0 | 2 | -1 | 1 | -6 | -4 | 1 | -1 | -5 | 1
COc1ccccc1C(=O)NC(CCSC)C(=O)NCC(c1ccco1)N(C)C (centres undefined) | 1 | 0 | 2 | -5 | 4 | 4 | 0 | 6 | 4 | -17
OCCN1c2ccccc2CCc2ccccc21 | -9 | 5 | 2 | 5 | 2 | . | -1 | -2 | 3 | 6
CCCn1c(SCC(=O)Nc2c(CC)cccc2CC)nnc1C(C)C | 0 | 7 | 1 | -2 | 0 | -3 | 2 | -4 | -7 | 2
Cc1noc(C)c1S(=O)(=O)Nc1ccc2c(c1)C(=O)N([C@H](C)CO)C[C@H](C)[C@H](CN(C)S(=O)(=O)c1ccc(Cl)cc1)OCCCC[C@@H](C)O2 | 0 | 2 | 2 | 2 | 2 | . | 1 | -1 | 11 | 11
CCOC(=O)[C@@H]1[C@H]2COc3cc(OC)ccc3[C@H]2N2C(=O)N(c3ccc(Cl)cc3)C(=O)[C@]12C | 0 | -7 | 1 | -3 | 6 | -38 | 1 | 2 | 6 | -11
COc1cc(OC)cc(C(=O)N[C@H](C(=O)Nc2nnc(C3CC3)s2)C(C)C)c1 | -6 | -1 | -2 | 1 | 1 | -2 | -6 | -11 | -5 | 5
O=C(CNC1CCCCCC1)Nc1ccccc1N1CCCCC1 | -1 | 2 | 7 | -2 | 8 | -22 | 8 | 8 | -6 | 0
O=C(O)c1ccc(Oc2c(C(F)(F)F)oc3cc(O)ccc3c2=O)cc1 | 3 | 5 | 0 | 0 | 0 | -6 | 8 | -5 | 3 | 1
Cc1cccc(-c2nc(C#N)c(N3CCCCC3)o2)c1 | -2 | 2 | -2 | 9 | 1 | 0 | -4 | -1 | -4 | -6
CC(=O)c1cn(CCOc2ccccc2C)c2ccccc12 | -1 | 10 | 0 | -2 | 1 | -14 | 0 | 4 | 2 | 0

Screening data from PubChem BioAssay.
